PRMT1 inh: blocks human protein arginine methyltransferase 1; Q99873; recombinant PRMT1, activity-based probe fluorescence polarization; inhibition, % at 2.79 µM; 1.3% of 370,000 active; AID 652257;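 active = inhibition above about 21% made by adding two undisclosed values, limit read from the data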
GC-B act: GC-B (human) receptor activation; P20594; HEK293-GC-B cells, CNP EC30, cGMP TR-FRET; 0% at EC30 CNP, 100% saturating CNP; activation, % at 10 µM; 0.11% of 370,000 active;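 active = activation at 10 µM reaching about 35% in either raw or pattern-adjusted values, limit read from the data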
TDP2 inh: blocks human TDP2 phosphodiesterase activity | O95551 | recombinant TDP2, T5PNP hydrolysis, p-nitrophenol absorbance 415 nm | inhibition, % at 12.8 µM | 0.34% of 370,000 active | AID 720702;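 active = inhibition above the mean of all tested compounds plus 3 SD, set per campaign, cut at about 25% in these data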;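 also: 0% = DMSO with enzyme and 100% = buffer with substrate but no TDP2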
Target sequence (O95551 whole entry, looked up): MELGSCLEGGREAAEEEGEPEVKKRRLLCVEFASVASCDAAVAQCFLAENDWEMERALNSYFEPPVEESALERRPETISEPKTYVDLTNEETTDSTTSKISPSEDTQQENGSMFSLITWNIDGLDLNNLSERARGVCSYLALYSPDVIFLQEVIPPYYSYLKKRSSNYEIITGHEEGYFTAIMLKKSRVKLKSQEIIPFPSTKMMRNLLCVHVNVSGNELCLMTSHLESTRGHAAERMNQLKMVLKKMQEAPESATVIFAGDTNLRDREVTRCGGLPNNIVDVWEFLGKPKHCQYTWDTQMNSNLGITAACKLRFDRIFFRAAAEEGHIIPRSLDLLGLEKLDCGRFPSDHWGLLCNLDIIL
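Material: recombinant human TDP2; quantity: TDP2 enzyme at 120 nM final; medium: Tris-HCl pH 7.5 with MgCl2; compound: single concentration, 12.8 µM nominal, with 1% DMSO; incubation: 2 h enzyme incubation at 37 °C; signal: epi absorbance; measure: percent inhibition; benchmarks: high control without enzyme, low control DMSO plus TDP2; repeats: singlicate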
rCAG binder: molecules binding r(CAG) RNA repeats. r(CAG) RNA repeat, TO-PRO-1 dye displacement fluorescence. inhibition, % at 3 µM. 1.3% of 370,000 active. AID 651821;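 active = inhibition above the plate cutoff, the mean of all test compounds on that plate plus 3 SD, cut at about 35% in these data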;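 also: 0% = DMSO alone and 100% = 100 µM mitoxantrone as full dye displacement; higher means more dye released from RNA so lower well fluorescence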
LEDGF integ inh: blocks HIV-1 LEDGF/p75-dependent DNA integration; 0.64% of 370,000 active; AID 743269; TR-FRET IN-LEDGF/p75 DNA integration, Eu/Cy5; inhibition, % at 3.7 µM;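 active = inhibition above the screen-wide mean plus 3 SD, cut at about 13% in these data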;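 also: signal is the Cy5 over europium emission ratio at 671 and 618 nm; 0% = plate median of compound wells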
ABHD4 inh: inhibits mouse alpha/beta hydrolase domain 4; Q8VD66; purified mABHD4, FP-Rh probe fluorescence polarization; inhibition, % at 8.92 µM; 0.54% of 370,000 active; AID 720543;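 active = inhibition exceeding the mean over every tested compound plus 3 SD, cut at about 30% in these data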;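 also: 0% = plate median of compound wells and 100% = S159A mutant with DMSO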
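Test system: mABHD4 protein; Read-out basis: % inhibition; Incubation: 45 min + 60 min at 25 °C; Repeats: single replicate; Technique: fluorescence polarization with parallel and perpendicular emission, 525/598 nm; Compound: 8.92 µM, single dose; Benchmarks: full inhibition S159A mutant plus DMSO, zero as sample-well median.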
SIAE primary: inhibitors of human sialic acid acetylesterase SIAE | SIAE FP-Rh probe binding, fluorescence polarization | 0.69% of 370,000 active | inhibition, % at 9.66 µM;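 active = inhibition above a cutoff: mean of compounds within the control limits plus 3 SD of those, cut at about 17% in these data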;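 also: 0% = plate median of compound wells and 100% = probe without SIAE protein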
MBD2 inh: blocks human MBD2 binding to methylated DNA; inhibition, % at 4.4 µM; TR-FRET, MBD2 binding to methylated oligonucleotide; AID 686964; 0.31% of 370,000 active; in the data active = inhibition above about 13%
HTRA1 inhibitor: blocks human HTRA1 serine peptidase | recombinant HTRA1, FP-rhodamine activity-based probe, fluorescence polarization | inhibition, % at 5.96 µM | 0.5% of 340,000 active | AID 504803; in the data active = inhibition above about 36%;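 also: 0% = enzyme with DMSO and 100% = wells lacking enzyme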
Target sequence (Q92743 whole entry, looked up): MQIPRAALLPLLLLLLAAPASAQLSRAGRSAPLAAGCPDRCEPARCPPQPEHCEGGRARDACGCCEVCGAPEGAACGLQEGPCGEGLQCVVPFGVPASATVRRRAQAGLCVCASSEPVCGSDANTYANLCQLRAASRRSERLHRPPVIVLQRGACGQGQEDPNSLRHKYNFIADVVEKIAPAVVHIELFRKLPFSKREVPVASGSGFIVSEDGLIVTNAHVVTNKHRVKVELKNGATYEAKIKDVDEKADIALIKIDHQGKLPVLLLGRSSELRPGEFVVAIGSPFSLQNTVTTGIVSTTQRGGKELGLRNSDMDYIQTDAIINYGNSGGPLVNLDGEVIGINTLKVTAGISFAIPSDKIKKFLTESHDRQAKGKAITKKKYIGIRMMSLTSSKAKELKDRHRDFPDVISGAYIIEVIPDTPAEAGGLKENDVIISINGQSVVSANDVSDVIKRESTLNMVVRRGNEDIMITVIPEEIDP
TCR CD3 inh: blocks the human TCR-CD3 interaction; 0.37% of 360,000 active; inhibition, % at 9.4 µM; AID 651800; TAMRA-labeled TCR probe fluorescence, biochemical; in the data active = inhibition above about 19%;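 also: recombinant mutant TCR 2C K166C tagged with TAMRA read by polarization; 0% = receptor in buffer alone and 100% = receptor with positive control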
Active calls of the source: *; · = no result given. Some of the compounds tested, so the mix of outcomes need not match the whole.

Under each structure – MBD2 inh	ABHD4 inh	TCR CD3 inh	LEDGF integ inh	SIAE primary	PRMT1 inh	GC-B act	HTRA1 inhibitor	rCAG binder	TDP2 inh
CC1(c2ccc(OC(F)F)cc2)NC(=O)N(CC(=O)NC2CCCC2)C1=O (stereo not given)
    0	6	-1	-2	8	2	2	4	-1	6
C=CCN1C(c2ccccc2)=CS/C1=C(\C#N)c1nnc2n1CCCCC2
    5	10	-5	0	0	3	5	-4	-7	1
O=C(CSCc1ccco1)Nc1cc(C(F)(F)F)ccc1N1CCOCC1
    -2	-1	3	9	4	66*	-2	-3	0	-5
COc1ccc2[nH]c(C(=O)N3CCC(CO)(Cc4cccc(C(F)(F)F)c4)CC3)c(C)c2c1
    -5	2	4	0	9	1	-2	-15	-3	-9
Cc1nonc1NC(=O)CSc1nnc(-c2ccoc2C)n1-c1cccc(Cl)c1
    -4	-4	5	0	-2	-1	-3	-4	-2	0
CN(C)C(=O)c1cc(C(=O)c2ccc(C(F)(F)F)cc2)c[nH]1
    1	2	0	-5	0	2	10	1	-1	0
CCN(CC)CCCC(C)Nc1nccc2cccc(Cl)c12 (stereo not given)
    2	3	0	-6	-3	2	-3	-2	6	6
CCOC(=O)COn1c(=O)c(=O)n(OC)c2ccccc21
    -3	2	2	-1	0	1	1	3	4	-8
Cc1cc(OCCOc2cccc3cccnc23)cc(C)c1Cl
    -3	-18	-7	1	-4	-2	-12	-18	2	-18
CCCCN(C(=O)C1CCC1)c1c(N)n(CCC)c(=O)[nH]c1=O
    0	0	9	-1	-2	-2	3	-3	2	4
COc1cccc(-c2ccc(NC(=O)C3CCCN(Cc4ccc(CO)o4)C3)cc2)c1 (stereo not given)
    -4	-2	4	0	-3	2	1	-14	0	-5
Cc1cc(-c2ccncc2)n2ncc(-c3ccccc3)c2n1
    -1	0	6	5	-2	-1	2	·	0	0
O=C(CN(C(=O)CCC(=O)Nc1nccs1)c1cccc(F)c1)NCc1ccccc1
    2	0	-1	2	-13	-2	-1	-8	-2	14
O=C(CS(=O)(=O)c1ccccc1)CS(=O)(=O)c1ccccc1
    2	2	7	2	-2	-2	5	·	53*	3
CC(=O)Nc1ccc(Nc2cc(C)nc3c(-c4ccc(Cl)cc4)c(C)nn23)cc1
    0	-2	4	1	5	-1	4	0	-2	-9

Following part:
Under each structure – MBD2 inh	ABHD4 inh	TCR CD3 inh	LEDGF integ inh	SIAE primary	PRMT1 inh	GC-B act	HTRA1 inhibitor	rCAG binder	TDP2 inh
CC(Cc1ccccc1)NC(=O)C1(c2ccccc2)CCOCC1 (stereo not given)
    5	7	12	-2	-17	1	1	1	-4	-5
CCc1ccc(Nc2n[n+](-c3ccccc3)c(-c3ccc(N(CC)CC)cc3)s2)cc1
    5	-8	0	3	9	-8	-5	-14	-9	-16
COC(=O)Nc1nc2ccc(-c3n[nH]c(=O)c4ccccc34)cc2[nH]1
    1	4	-2	-2	9	0	-6	4	4	0
CN(C)c1ccc(CNC(=O)C2Cc3c(-c4ccccc4Oc4ccccc4)ccnc3O2)cc1 (stereo not given)
    3	6	3	1	2	0	2	·	6	-17
COc1ccc(CCNc2nc(-c3cccnc3)cs2)cc1OC
    3	-2	-4	-8	-4	4	2	-3	-3	-3
Cc1csc(NC(=O)CSc2nnc3ncccn23)n1
    5	5	-2	4	-4	-3	0	8	-1	-11
CC(C)(C)c1ccc(CN2C3=NCCCN3c3ccccc32)cc1
    5	6	-3	-2	3	2	5	-1	7	6
CCC(CC)NC(=O)c1cc(OC)c(OC)c(OC)c1
    -1	1	1	4	0	-3	2	-1	1	0
COc1ccc(CNc2nc(Cl)c(C#N)s2)cc1
    -2	-4	5	-1	1	2	-7	-3	6	-4
CCOc1cc(C(c2c(O)nc(SC)[nH]c2=O)c2c(O)nc(SC)[nH]c2=O)ccc1O
    0	8	-6	-2	2	49*	6	·	-40	-2
O=S(=O)(NCc1ccco1)c1ccc(S(=O)(=O)N2CCCC2)cc1
    2	5	-1	-1	-3	1	-2	-5	1	5
O=C(Cn1nnc(-c2ccc(Cl)cc2)n1)NC1CC2CCC1C2 (stereo not given)
    -2	-13	0	3	2	-2	4	-5	-2	-16
CCOC(=O)C(O)(C1C(=O)CC(C)(C)CC1=O)C(F)(F)F (stereo not given)
    -1	-1	-3	2	33*	0	2	3	-1	0
COc1cccc(C(=O)NC(=S)Nc2ccccc2N2CCCC2)c1
    1	11	1	1	4	3	-4	-1	6	9
COc1cc(C(=O)O/N=C2\C=CC(=O)C(C)=C2)cc(OC)c1OC
    -7	0	3	-5	-1	-1	-4	2	3	-3

Later entries.
Under each structure – MBD2 inh	ABHD4 inh	TCR CD3 inh	LEDGF integ inh	SIAE primary	PRMT1 inh	GC-B act	HTRA1 inhibitor	rCAG binder	TDP2 inh
Nc1cccc(CCc2nc3cc4ccccc4cc3[nH]2)c1
    -6	9	5	-7	4	-4	-1	3	1	-1
NC(=O)c1c(NC(=O)COC(=O)c2ccc(S(=O)(=O)Nc3ccccc3)cc2)sc2c1CCCC2
    0	3	2	0	-6	1	-1	-12	11	2
Cc1ccc(N2NC3(CCN(C(N)=O)CC3)NC2=O)cc1
    0	8	5	-3	4	12	6	·	-2	-5
COc1ccc(NC(=S)NC(=O)c2cc3ccccc3o2)c(OC)c1
    0	2	8	-3	5	0	-4	-6	1	-2
COc1ccc(S(=O)(=O)N(C)C)cc1NS(=O)(=O)c1ccc(F)c(F)c1F
    4	3	7	0	-1	-1	-3	6	5	2
Cc1ccc(NC(=O)C[n+]2cc(-c3ccc(C)cc3)n3c2CCC3)cc1
    -8	3	-9	-2	1	-2	5	0	12	8
CCC1(CC)NC(=O)N(CC(=O)Nc2ccc(S(=O)(=O)N3CCOCC3)cc2)C1=O
    -2	-4	1	-7	3	0	-4	-3	10	-10
O=[N+]([O-])c1ccc2nc(NS(=O)(=O)c3ccc(Cl)cc3)sc2c1
    -1	-2	3	4	-14	-1	-1	-30	72*	14
Clc1cccc(Cc2c(-c3cccc(Br)c3)nc3ccc(Br)cn23)c1
    -2	-96	0	1	-16	-2	0	·	52*	5
Cc1ccc(CSCCNC(=O)c2ccc(Cl)c(S(=O)(=O)N3CCOCC3)c2)cc1
    -2	-9	-2	-5	-2	2	2	-15	-3	-3
Cc1cc(NC(=O)CCC(=O)N(CC(=O)NCC2CCCO2)c2ccc(C)c(C)c2)no1 (stereo not given)
    3	3	-1	0	2	2	0	10	-8	5
O=C(Nc1ccccc1N1CCCC1)c1ccccc1Cl
    3	-5	5	2	6	-4	-2	9	-4	-20
Cc1ccc(C)c(NC(=O)C(=O)NCC2CCCN2S(=O)(=O)c2cccs2)c1 (stereo not given)
    4	-12	-8	-5	-1	9	-1	-12	-3	-15
O=C(CC1SC(N2CCCCC2)=NC1=O)Nc1cccc(C(=O)O)c1 (stereo not given)
    1	-8	3	-1	-3	6	0	2	4	-2
Cc1ccc(CN2C(=O)C(F)(F)Oc3ccccc32)cc1
    -4	-8	3	1	-2	0	-5	·	1	3

Pulled one by one from the entries so far (2):
Under each structure – MBD2 inh	ABHD4 inh	TCR CD3 inh	LEDGF integ inh	SIAE primary	PRMT1 inh	GC-B act	HTRA1 inhibitor	rCAG binder	TDP2 inh
O=[N+]([O-])c1ccc2nc(NS(=O)(=O)c3ccc(Cl)cc3)sc2c1
    -1	-2	3	4	-14	-1	-1	-30	72*	14
NC(=O)c1c(NC(=O)COC(=O)c2ccc(S(=O)(=O)Nc3ccccc3)cc2)sc2c1CCCC2
    0	3	2	0	-6	1	-1	-12	11	2

Going on with the list.
Under each structure – MBD2 inh	ABHD4 inh	TCR CD3 inh	LEDGF integ inh	SIAE primary	PRMT1 inh	GC-B act	HTRA1 inhibitor	rCAG binder	TDP2 inh
COc1ccc(-c2cc3nc(C)cc(N)n3n2)cc1
    0	2	-2	2	3	1	-1	-3	-1	-3
Clc1ccc(CN2CC[C@H]3C=CCc4cccc(c43)C2)cc1
    -3	1	4	0	6	4	3	-7	2	-19
CCCNC(=O)COC(=O)c1ccccc1OCC(=O)Nc1ccc(Br)cc1
    5	5	-6	-3	-4	2	8	-4	-4	-8
COc1ccc(C(C(=O)NCC2CCCO2)N(C(=O)Cn2nnc3ccccc32)c2ccc(NC(C)=O)cc2)c(OC)c1 (stereo not given)
    2	3	-3	-5	-6	0	4	4	-3	11
CC(C)CCN1CCN(CC#Cc2ccccc2)CC1CCO (stereo not given)
    0	1	0	-1	1	-2	1	-1	-7	9
Cc1cccc(CNc2ncc(-c3cccc([N+](=O)[O-])c3)n2C)c1
    -4	6	3	2	5	2	-2	0	-4	-6
COc1cc(C(=O)Nc2ccc([N+](=O)[O-])cn2)cc(OC)c1OC
    6	5	-1	0	-6	1	-4	4	-4	10
O=C(c1ccc(C(F)(F)F)cc1)C1CCCN(C(=O)Cn2cncn2)C1 (stereo not given)
    3	2	2	1	3	-3	2	-5	-4	14
CC(=O)C[C@H](O)CC(=O)[C@H]1OC(=O)CCCCCCc2ccccc21
    -7	6	-4	5	4	3	3	1	1	7
Cc1c(=O)n(OCc2ccccn2)c2ccccc2[n+]1[O-]
    -8	-4	-8	2	4	1	-1	0	-3	7
O=C(Cc1ccccc1[N+](=O)[O-])Nc1ccc(S(=O)(=O)N2CCCC2)cc1
    0	-8	4	5	-9	-5	9	-2	16	-8
CC(C)NCC(O)c1ccc(NS(C)(=O)=O)cc1 (stereo not given)
    2	-1	2	2	-7	-1	-1	7	0	7
O=C(CCCN1C(=O)c2ccccc2C1=O)N1CCCCC1
    -3	5	-7	4	-3	4	2	1	-6	6
CCCc1[nH]nc2c1C(c1cc(OC)cc(OC)c1)C(C#N)=C(N)O2 (stereo not given)
    -1	1	-1	2	1	-2	-14	-4	0	-1
